# Bioassay records from PubChem.
# SMARCA2 act – SMARCA2 function activation, primary screen. MG213 cells, MMTV-luciferase reporter, dexamethasone, overnight. activation, % at 9.1 µM. actives 1% (n = 370,000). AID 652017; in the data active = activation above about 7.8%;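 also: 0% = vehicle wells and 100% = reference activator wells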
# GC-B act – GC-B (human) receptor activation; HEK293-GC-B cells, CNP EC30, cGMP TR-FRET; 0% at EC30 CNP, 100% saturating CNP; AID 1920062; actives 0.11% (n = 370,000); P20594; activation, % at 10 µM;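 active = activation at 10 µM reaching about 35% in either raw or pattern-adjusted values, limit read from the data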
# GAA850 FXN act – increases GAA850 frataxin promoter reporter activity | activation, % at 6 µM | HEK293 lucGAA850 FXN promoter luciferase reporter, 24 h; percent of 10 µM SAHA response | actives 0.56% (n = 360,000) | AID 540364;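 active = activation above the average of all compounds screened plus 3 SD, cutoff fixed separately per campaign, cut at about 7.5% in these data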;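 also: 0% = DMSO wells and 100% = 10 µM SAHA wells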
# ssDAF-12 act – activates DAF-12 receptor from parasite S. stercoralis; HEK293 ssDAF-12/GRIP1 lit1-tk-luc reporter, luminescence; % of 3 µM dafachronic acid response; AID 652126; actives 1% (n = 370,000); activation, % at 6.8 µM;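 active = activation above the mean over all tested compounds plus 3 SD, cut at about 0.9% in these data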;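 also: 0% = DMSO-only wells and 100% = 3 µM delta7-dafachronic acid wells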
# sPLA2-III inh – Blocks human group III sPLA2 activity | Q9NZ20 | QFRET BODIPY PC-A2 liposome hydrolysis, fluorescence | inhibition, % at 12.2 µM | actives 0.56% (n = 370,000) | AID 743126;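 active = inhibition above mean plus 3 SD of compounds lying within the high and low control bounds, cut at about 19% in these data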;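 also: 0% = median of test compound wells and 100% = no enzyme DMSO wells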
# Target sequence (Q9NZ20 whole entry, looked up): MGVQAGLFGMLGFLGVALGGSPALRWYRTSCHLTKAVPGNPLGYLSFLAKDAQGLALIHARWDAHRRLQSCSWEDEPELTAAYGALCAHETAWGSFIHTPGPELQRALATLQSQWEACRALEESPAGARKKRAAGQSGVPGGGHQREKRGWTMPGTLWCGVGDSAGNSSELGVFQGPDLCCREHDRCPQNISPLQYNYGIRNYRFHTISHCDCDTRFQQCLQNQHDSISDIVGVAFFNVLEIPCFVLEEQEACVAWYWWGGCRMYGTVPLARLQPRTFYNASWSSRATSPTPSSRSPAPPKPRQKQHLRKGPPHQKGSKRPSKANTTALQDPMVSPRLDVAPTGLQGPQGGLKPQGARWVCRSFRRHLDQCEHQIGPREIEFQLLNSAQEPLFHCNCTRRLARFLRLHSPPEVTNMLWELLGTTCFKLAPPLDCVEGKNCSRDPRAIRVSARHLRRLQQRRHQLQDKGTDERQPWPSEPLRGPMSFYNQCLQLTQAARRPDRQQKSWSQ
# hgDAF-12 ag – hgDAF-12 agonism, primary luciferase screen. HEK293 GAL4-hgDAF12 UAS-luciferase reporter, agonist luminescence; normalized to butyrate control. activation, % at 6.8 µM. actives 1.8% (n = 370,000). AID 687014;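 active = activation above a cutoff set at the mean of all screened compounds plus 3 SD, cut at about 10% in these data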;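 also: 0% = DMSO wells and 100% = sodium butyrate wells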
# DAX1 inh-1 – inhibitors of human orphan nuclear receptor DAX1 (NR0B1). AID 504766. actives 0.99% (n = 340,000). HEK293 Gal4-DAX1 luciferase reporter, luminescence. P51843. inhibition, % at 6.75 µM;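 active = inhibition above the mean over all tested compounds plus 3 SD, cut at about 4.2% in these data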;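 also: 0% = DAX1-transfected cells with DMSO and 100% = empty-vector control cells with DMSO; inhibition shows as a rise in luminescence from relieved DAX1 repression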
# Target sequence (P51843 207-470 limits assumed): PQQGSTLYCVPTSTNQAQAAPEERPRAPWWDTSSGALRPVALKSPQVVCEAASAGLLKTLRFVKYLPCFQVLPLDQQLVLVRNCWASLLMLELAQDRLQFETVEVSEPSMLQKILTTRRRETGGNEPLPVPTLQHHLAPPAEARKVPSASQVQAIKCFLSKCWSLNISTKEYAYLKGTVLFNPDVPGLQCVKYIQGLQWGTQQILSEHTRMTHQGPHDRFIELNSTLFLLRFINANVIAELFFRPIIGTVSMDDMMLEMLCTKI
# hcDAF12 agonist – activates DAF-12 receptor from parasite H. contortus; actives 1.4% (n = 370,000); AID 652067; activation, % at 6.8 µM; HEK293 hcDAF-12 lit1-tk-luc reporter, luminescence; 0% DMSO, 100% Δ7-dafachronic acid;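 active = activation above the mean of all tested compounds plus 3 SD, cut at about 5.5% in these data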;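 also: 100% = response to 3 µM Δ7-dafachronic acid high control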
# GC-A act – GC-A (human) enzyme activation; activation, % at 10 µM; HEK293 GC-A cells, cGMP TR-FRET, EC30 ANP; 0% at EC30 ANP, 100% saturating ANP; actives 0.14% (n = 370,000); P16066; in the data active = activation above about 40%
# proKLK7 act – activates the human kallikrein-7 zymogen; purified proKLK7, EDANS-DABCYL substrate fluorescence; 100% is mature enzyme control, 0% vehicle; AID 652039; actives 0.9% (n = 370,000); activation, % at 7 µM;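 active = activation above the mean of all tested compounds plus 3 SD, computed per campaign excluding outliers beyond control limits, cut at about 13% in these data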
# Target sequence (P49862 whole entry, looked up): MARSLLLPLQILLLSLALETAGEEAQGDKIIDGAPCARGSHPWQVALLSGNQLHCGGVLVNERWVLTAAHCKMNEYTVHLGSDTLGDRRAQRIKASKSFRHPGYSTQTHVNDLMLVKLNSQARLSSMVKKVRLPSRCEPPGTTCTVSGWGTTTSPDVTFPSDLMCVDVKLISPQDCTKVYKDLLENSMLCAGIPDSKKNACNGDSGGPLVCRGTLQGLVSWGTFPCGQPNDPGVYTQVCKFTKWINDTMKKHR
# DAX1 inh-2 – blocks DAX1 repression of SF-1 activated StAR promoter; HEK293T StAR-luciferase reporter, SF-1/DAX-1 repression relief; inhibition, % at 6.8 µM; actives 1.1% (n = 370,000); AID 652010;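 active = inhibition above the mean over all tested compounds plus 3 SD, cut at about 3.6% in these data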;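 also: 0% = DAX-1 cells with DMSO and 100% = cells lacking DAX-1 with DMSO; higher inhibition means more luminescence from relief of DAX-1 repression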
# * marks the source's active call; other numbers are inactive results; . = no result given.
SMILES,SMARCA2 act,GC-B act,GAA850 FXN act,ssDAF-12 act,sPLA2-III inh,hgDAF-12 ag,DAX1 inh-1,hcDAF12 agonist,GC-A act,proKLK7 act,DAX1 inh-2
O=C(O)CCCCCCCCCCC1CCC(O)C1O (configuration not stated),-9,-2,-10,-2.5,-1,-9.8,-1.8,-4.5,-1,0.1,-2.4
COc1ccc(-c2nc3cc(C)ccn3c2NCC2CCCO2)cc1OC (configuration not stated),-2,4,0.4,-1.0,3,1.4,1.3,-1.1,-4,-4.0,-0.6
COc1ccccc1NC(=O)c1c(NC(=O)CCC(=O)O)sc2c1CCCCC2,-3,-3,4.5,0.7,4,3.3,-0.4,3.7,-5,-0.1,0.1
CCc1cc(C(=O)Nc2ccc(S(=O)(=O)NC3=NCCCCC3)cc2)sc1C,-2,-2,-0.3,-1.2,-12,-1.6,-1.9,-2.2,1,-0.4,0.1
CCNC(=O)C1(C)CCN(C(=O)c2ccccc2F)C1 (configuration not stated),1,0,-1.9,-0.3,3,1.2,.,-1.1,1,-0.4,1.5
O=C(Nc1ccc2c(c1)OCO2)c1sc2cc(Cl)ccc2c1Cl,0,-4,4.5,-1.6,-7,-1.8,-0.9,-0.8,4,-0.4,1.7
S=c1[nH]c2ccccc2c2ccccc12,0,5,1.0,-0.8,14,-1.8,0.7,0.2,6,-0.7,0.0
COc1cc(C2NC(=O)NC(C)=C2C(=O)NCc2ccccc2)c(Cl)cc1O (configuration not stated),4,-2,0.8,-1.3,6,-1.8,0.2,-1.3,-4,0.0,0.3
CC(C(=O)OCC(=O)Nc1ccc2c(c1)OCO2)N1C(=O)c2ccccc2C1=O (configuration not stated),0,6,-3.5,-1.1,-2,3.5,0.5,1.1,2,0.1,-1.0
CCOc1ccccc1NC(=O)CNS(=O)(=O)c1ccc2nc(C)sc2c1,-4,4,-0.8,-2.0,-4,1.7,2.0,-0.2,-8,-0.2,-0.7
O=C(CN1CCN(c2ccc(O)cc2)CC1)Nc1cc(S(=O)(=O)N2CCCCC2)ccc1Cl,0,2,0.1,-1.9,-13,-3.8,-1.9,-2.1,1,1.0,-3.4
CCOC(=O)c1[nH]c2c(c1C)C(=O)CC(c1ccco1)C2 (configuration not stated),-1,-7,0.5,-0.3,-4,-4.5,-2.5,-1.9,-6,0.5,7.0*
O=C(CCCNC(=O)c1ccc(Cl)cc1)Nc1ccc(S(=O)(=O)Nc2ncccn2)cc1,2,5,1.8,-1.2,3,3.1,2.5,2.5,5,-0.9,0.5
Cc1ccccc1Nc1c(-c2cccnc2)nc2ccc(Br)cn12,-2,2,-0.7,-1.9,-1,-3.1,-0.9,-0.9,0,0.4,-0.5
CCN1CCN(C(=O)c2ccc3c(=O)n(Cc4ccccc4OC)c(=S)[nH]c3c2)CC1,2,1,0.3,-1.8,-1,-2.0,-0.4,-1.4,28,0.0,0.4
CCOc1ccc(C(=O)Nc2cccc(NC(=O)c3cccs3)c2)cc1[N+](=O)[O-],-4,0,-0.9,-1.6,-11,-1.1,-1.5,-1.9,4,0.0,-0.4
CCC(CC)c1nnc(NC(=O)c2ccc(N3CCCC3=O)cc2)s1,-2,-1,1.5,-1.2,7,-3.9,-0.6,-0.4,-2,-0.1,0.0
NS(=O)(=O)c1ccc(NC(=O)COc2ncnc3c2cnn3-c2ccccc2)cc1,-1,-5,-0.8,-0.5,-4,-2.3,0.8,0.3,-1,-0.4,0.8
CN1CCN(c2ccc(CNS(=O)(=O)Cc3ccc(Cl)cc3)cc2)CC1,0,0,-1.3,-0.9,-5,-0.6,1.8,0.0,3,-0.6,-0.3
CCOC(=O)c1oc2ccccc2c1NC(=O)c1cccc(OC)c1,2,-1,2.5,-1.9,4,-2.7,-0.3,-0.2,1,0.0,-1.8

# Reformatted with each value named: entries from further up
SMILES: S=c1[nH]c2ccccc2c2ccccc12
  SMARCA2 act = 0
  GC-B act = 5
  GAA850 FXN act = 1.0
  ssDAF-12 act = -0.8
  sPLA2-III inh = 14
  hgDAF-12 ag = -1.8
  DAX1 inh-1 = 0.7
  hcDAF12 agonist = 0.2
  GC-A act = 6
  proKLK7 act = -0.7
  DAX1 inh-2 = 0.0
SMILES: CCc1cc(C(=O)Nc2ccc(S(=O)(=O)NC3=NCCCCC3)cc2)sc1C
  SMARCA2 act = -2
  GC-B act = -2
  GAA850 FXN act = -0.3
  ssDAF-12 act = -1.2
  sPLA2-III inh = -12
  hgDAF-12 ag = -1.6
  DAX1 inh-1 = -1.9
  hcDAF12 agonist = -2.2
  GC-A act = 1
  proKLK7 act = -0.4
  DAX1 inh-2 = 0.1

# Further structures follow.
SMILES,SMARCA2 act,GC-B act,GAA850 FXN act,ssDAF-12 act,sPLA2-III inh,hgDAF-12 ag,DAX1 inh-1,hcDAF12 agonist,GC-A act,proKLK7 act,DAX1 inh-2
c1ccc(CCc2nn3c(-c4ccncc4)nnc3s2)cc1,-3,-1,-7.2,-1.8,1,2.1,-0.7,-2.6,-3,-0.2,0.2
O=C(O)c1cccc(COc2ccccc2Cl)c1,-2,3,-3.3,0.0,-4,6.8,-5.8,3.6,8,-0.4,4.5*
CCOC(=O)c1ccccc1NC(=O)c1cccnc1,-3,-3,-0.5,-1.6,6,2.6,1.1,-0.7,1,-0.2,-1.7
COc1ccc(N/C(C)=C2/C(=O)C(=O)N(CCO)C2c2ccc([N+](=O)[O-])cc2)cc1 (configuration not stated),1,-4,-1.3,-1.2,7,-0.8,-0.7,-0.1,2,0.0,-0.1
CC1CCC(NC(=O)COC(=O)C2CC3CCCC(C2)C3=O)CC1 (configuration not stated),-2,4,1.7,-0.9,9,3.7,-0.7,3.2,-2,0.1,-0.7
N/C(COc1ncn(-c2ccccc2)n1)=N\S(=O)(=O)c1ccc(Cl)cc1Cl,2,5,-0.5,-1.2,-10,0.5,-0.7,-1.7,2,0.1,0.3
CC(=O)N1c2ccc(S(=O)(=O)NCCC(=O)N(C)Cc3ccccc3)cc2CC1C (configuration not stated),-2,3,-0.9,-0.5,-1,-1.2,0.8,-0.6,-1,0.6,0.0
O=C(c1ccc(Br)o1)N(Cc1ccccc1)c1ccccn1,0,-24,-0.2,-0.9,-4,-0.3,-0.2,-1.9,-18,0.2,-0.3
Cc1ccc(S(=O)(=O)N(CC(=O)NCc2cccs2)c2ccccc2)cc1,1,-14,1.6,-0.4,-5,-2.9,0.8,-1.1,3,-0.1,-0.2
O=C(C1=C[C@@H](C2CCCCC2)C[C@@H](OCCCCO)O1)N1CCOCC1,-1,-2,1.3,-1.4,3,-0.3,1.3,-1.3,-3,0.0,-0.5
Clc1ccc(-c2nnc(SCc3cccc4ccccc34)n2-c2ccc(Cl)cc2)cc1,-5,4,.,-2.3,-7,1.4,.,-3.2,-4,-0.2,-1.5
Cc1occc1-c1nnc(SCC(=O)N2CCCCC2)o1,-3,0,2.6,-1.0,6,-2.2,1.7,1.4,0,-0.2,0.2
CCOc1ccc(S(=O)(=O)N2CCCCC2)cc1NC(=O)Cc1ccc(OC)cc1,-2,8,0.0,-1.8,0,-3.5,-1.2,-2.4,-1,0.8,-1.2
Cc1ccc(NC(=O)CCN2C(=O)c3ccccc3S2(=O)=O)cc1F,-1,2,2.5,-1.0,3,-1.2,0.1,0.9,-4,-0.4,-0.3
O=C1C(=Nc2cccc(Cl)c2)CC(c2ccc(Cl)cc2)N1c1cccc(Cl)c1 (configuration not stated),-2,-4,1.9,-1.0,9,3.1,1.0,-1.9,-12,-0.3,0.2
CC1(C)CC(N(Cc2ccc(F)cc2)C(=O)c2ccc(F)cc2)CCO1 (configuration not stated),-1,-4,-0.3,-1.1,-1,-0.6,2.9,-2.0,-1,-0.4,-0.2
O=C(CN1C(=O)C2C3CCC(C3)C2C1=O)N1CCN(Cc2ccccc2)CC1 (configuration not stated),1,7,2.1,-0.7,4,1.8,0.8,-0.6,3,0.2,0.2
Cn1c(=O)c(C(=O)CN2CCOCC2)c(N)n(Cc2ccccc2)c1=O,3,8,-0.9,-1.4,6,-0.8,0.3,0.1,-2,0.2,-0.2
COCCn1c(=S)[nH]c2cc(C(=O)NCCc3ccc(OC)c(OC)c3)ccc2c1=O,-1,-10,-1.4,-0.5,6,-0.1,0.0,-1.1,0,-0.7,-0.2
Cn1c2c(c(=O)n(C)c1=O)C(c1ccccc1Cl)C(C#N)=C(N)O2 (configuration not stated),-1,0,3.0,-0.9,-2,0.9,0.9,1.1,1,0.2,-0.1
O=C(COC(=O)c1cc(=O)[nH]c2ccccc12)Nc1nc(-c2cccc(Br)c2)cs1,-1,2,3.4,-1.3,11,0.7,-0.7,-0.3,2,0.3,0.5
COc1ccc2[nH]c(C(O)(Cc3cccnc3)Cc3cccnc3)cc2c1,-2,2,1.6,-0.2,-2,-0.7,0.1,0.8,4,-0.3,-0.7
COc1ccccc1C(=O)NCCNC(=O)c1ccco1,-2,2,0.6,-0.9,0,-0.8,-1.1,-0.4,0,0.6,-0.7
CCn1c(SCC(=O)c2[nH]c(C)c(C(C)=O)c2C)nnc1-c1ccncc1,-2,-1,-0.8,-1.3,-12,-2.0,0.2,-2.5,0,-0.2,-0.4
CN(C)c1cccc(C(=O)OCC(=O)Nc2ccccc2-c2ccccc2)c1,-6,-1,-0.6,-1.1,19,-3.2,1.9,0.9,8,-0.6,-0.8
CC1(C(=O)Nc2ccc3nc[nH]c3c2)CCN1C(=O)CCc1ccccc1 (configuration not stated),1,2,0.7,-1.3,6,2.0,.,-2.1,4,0.1,-0.5
O=[N+]([O-])c1ccc(C(=S)N2CCN(c3ccc(F)cc3)CC2)cc1,0,0,1.4,0.2,9,-1.2,-0.9,-0.1,-2,0.3,0.0
COCC(=O)N1CCCC(N(C)CCc2ccc(OC)c(OC)c2)C1 (configuration not stated),-1,8,-0.8,-0.3,12,2.8,2.2,1.3,8,0.7,-0.6
CC(=O)n1cc(/C=N/NC(N)=S)c2ccccc21,3,2,2.7,-1.6,16,-2.0,1.8,0.1,1,0.3,-0.3
C=CCn1c(-c2cccs2)nc2ccccc21,1,-3,-0.3,-1.4,7,0.9,0.1,-0.6,-6,1.4,1.0
COc1ccccc1NC(=O)c1cnc(SC)nc1,0,-3,3.7,-0.1,-1,4.2,1.0,-0.8,2,0.3,0.0
Cc1ccc(C2(c3ccc(C)cc3)NC(=O)N(CC(=O)NCCCN3CCCC3=O)C2=O)cc1,0,-3,-0.3,-1.4,-2,1.0,0.1,0.0,0,0.4,-0.7
CC1CCCCC1NC(=O)c1cccc(S(=O)(=O)N2CCN(C)CC2)c1 (configuration not stated),-1,1,0.6,-1.1,9,-0.9,-1.1,-1.2,2,-0.1,-0.2
CCOC(=O)CN1C(=O)c2ccccc2Sc2ncccc21,-2,1,0.5,-0.8,4,-2.4,-0.6,-2.2,1,0.0,0.4
O=C(c1ccc(F)cc1F)N(Cc1ccccn1)CC1CCCO1 (configuration not stated),4,1,.,-1.1,0,1.8,.,-1.5,4,0.7,0.5
O=C(C1=C(O)C(=O)N(CCCn2ccnc2)C1c1ccc(F)cc1)c1ccco1 (configuration not stated),2,2,1.5,-0.4,6,0.6,0.3,-0.5,3,-1.0,0.3
